# Bioassay records (PubChem BioAssay)
# p53ts 32C kill: p53ts cell cytotoxicity, permissive temperature; H1299-p53A138V at 32C, ATP luminescence viability, 24 h; Potency, µM (doses to about 46.1 µM), without a hit: at the top dose activity change, negative = cytotoxicity, usual class: cytotoxic; 0.93% of 130,000 active; AID 924;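 note: 0% = DMSO and -100% = full killing by reference compound; nearly all actives have a fitted effect of over 55% in size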
#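 ATP-content luminescence (ATPlite) read-out after 24 h compound exposure at 32C in H1299-p53A138V cells (600/well). Tested up to 46 uM. Normalized to DMSO (0%) and 100 uM tamoxifen (100% killing); Hill-fit AC50.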
# p53ts 39C kill: p53ts cell cytotoxicity, nonpermissive temperature | AID 902 | 1.5% of 130,000 active | Potency, µM (highest dose often 46.1 µM), for the others: top-dose activity change, negative = cell killing, usual class: cytotoxic | H1299-p53A138V viability at 39C, ATP luminescence, 24 h; note: nearly all actives have a fitted effect of over 55% in size
# IkB sig inh: inhibitors of IkB signaling in ABC-DLBCL cells; ABC-DLBCL IkBa-CBG/CBR dual luciferase ratio, 4 h; response scale: scaled: untreated 0%, proteasome inhibitor 100%; Potency, µM (top dose mostly 57.1 µM), without a hit: at the top dose IkBa stabilization activation; 0.04% of 110,000 active; active = well fitted curve in the direction sought with a large enough effect in the signal ratio, not every such curve was filed as active; inconclusive = small, poorly fitted or top-dose-only effect, or a change in a side signal; the % refers to the signal ratio;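 note: the direction sought is a rising ratio; 0% = basal untreated cells and 100% = reference inhibitor full response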
#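 Luminescence ratio of IκBα-fused green versus native red beetle luciferase in OCI-Ly3 cells, 4 h post-doxycycline with compound; red signal alone, scaled from basal (0%) to zero light (-100%), flagged nonspecific or cytotoxic effects.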
# Imprint erasure: genomic imprint erasure induction | mouse ES Peg3-LacZ reporter, beta-gal luminescence, 40 h | Potency, µM (doses to about 60.7 µM), inactives show top-dose activity change, positive = activation, usual class: activators | 0.02% of 110,000 active | AID 1948;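 note: 0% = negative control wells on the plate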
#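 Gelatin-coated wells received 300 freshly trypsinized female ES cells with a Peg3LacZ-Neo reporter on the maternal allele, then incubated 40 hours at 37C. BetaGlo was added for 5 minutes at room temperature before a single luminescence read.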
# Starred values were filed as active, the others as inactive; ? = inconclusive; . = not tested or not shown; [ ] = another dose, or the depositor's remark. Unless noted, calls come from the whole dose curve; as a rule, active = well fitted curve in the direction sought with a large enough effect; inconclusive = small, poorly fitted or top-dose-only effect, or another doubt; inactive = no such curve, though single readings can be large; an effect the other way counts as inactive or inconclusive. Unless noted, % is set by controls: 0 for no effect and ±100 for the full control effect; potency is the fitted concentration of half-maximal effect.
SMILES,p53ts 32C kill,p53ts 39C kill,IkB sig inh,Imprint erasure
CCOC(=O)c1[nH]c(C)c(CCC(=O)N2CCN(c3cccc(C)c3C)CC2)c1C,21%,-8%,?,-7%[10.9 µM]
COc1ccc(N2C(=O)CCC(C(=O)NCc3ccccn3)C2c2ccc(OC)c(OC)c2)cc1 (configuration not stated),-16%,10%,-0.8%,-3%
Cc1ccc(-c2noc(-c3ccccc3C(=O)NCC3CCCO3)n2)cc1 (configuration not stated),?,?,-2.3%,-22%
CC(C)(C)OC(=O)N[C@@H](Cc1ccccc1)c1nnc(S(=O)(=O)Cc2ccccc2)o1,0%,-23%,?,-35%[inhibitor]
CCOC(=O)c1c(C)oc2nc(C)nc(Nc3cc(C)ccc3OC)c12,2%,-16%,-2.9%,-1%[10.9 µM]
COC(=O)c1cc(-c2ccc(OC)c(OC)c2)on1,-11%,2%,-0.5%,-14%
CC1Cc2nc(SCC(=O)Nc3ccc4c(c3)OCO4)n(Cc3ccccc3)c(=O)c2S1 (configuration not stated),-7%,7%,0.7%,-11%
COc1cccc(-c2nnc(-c3ccc(C)o3)o2)c1,13µM*,11µM*,.,.
CCOc1ccc(NC(=O)c2cnn(-c3ccc(C)c(Cl)c3)c2C2CCNCC2)cc1,-7%,-13%,3.0%,-3%[10.9 µM]
Cc1ccc(NC(=O)C2CCCN(c3nnc(C)c4c(C)n(-c5ccccc5)nc34)C2)c(Cl)c1 (configuration not stated),-5%,-26%,?,-6%[10.9 µM]
O=C(COc1ccc(F)cc1)Nc1cccc(OCc2cc(=O)n3ccccc3n2)c1,-11%,1%,?,-12%[10.9 µM]
CCOC(=O)C1CCN(Cc2ccc(OC)c(C)c2OC)CC1,-1%,3%,0.3%,-3%
Cc1ccccc1Cn1c(=O)n(-c2ccc(Cl)cc2)c(=O)c2c3c(sc21)CCCC3,8%,4%,1.7%,-6%[10.9 µM]
CSc1ccc(CCNC(=O)c2ccc3c(c2)nc2n3CCOC2)cc1,-5%,-24%,?,6%[10.9 µM]
Cc1c(C)n(Cc2ccc(F)cc2)c2ccc(C(=O)NCc3ccco3)cc12,-19%,-9%,0.2%,-10%[10.9 µM]
Cc1nc2ccc(S(=O)(=O)N(CC(=O)Nc3cccc(F)c3)Cc3ccccc3)cc2s1,3%,-12%,-0.1%,-11%[10.9 µM]
CCOC(=O)c1[nH]c2ccccc2c1NC(=O)c1ccc(OC(C)C)cc1,-6%,-8%,-0.7%,4%[10.9 µM]
CCn1c(=O)cc(OCC(=O)NCc2ccc(C)o2)c2ccccc21,7%,-16%,4.4%,6%
CCn1ccc2cc(S(=O)(=O)N3CCC(C(=O)NCCc4ccccc4)CC3)ccc21,9%,-8%,1.8%,-7%[10.9 µM]
CC(C)CN(CC(C)C)C(=O)C12CCC(C)(C(=O)O1)C2(C)C (configuration not stated),-7%,0%,.,.
O=[N+]([O-])c1cc(-c2nc(-c3ccccc3)no2)ccc1NC1CCCCC1,-3%,-25%,?,-18%[10.9 µM]
COc1cccc(C2CC(=O)Nc3c2c(=O)[nH]c2ncnn32)c1OC (configuration not stated),1%,7%,0.7%,-9%[10.9 µM]
N#Cc1cccc(NC(=O)Cn2nc(Cc3ccncc3)c3ccccc3c2=O)c1,-4%,-19%,0.9%,-14%[10.9 µM]
CCN(CC)CCNC(=O)c1sc2ncccc2c1-n1cccc1,-1%,-8%,-2.9%,-11%[10.9 µM]
Cc1ccc(NS(=O)(=O)c2cc(C(=O)O)ccc2Cl)cc1,14%,9%,1.0%,6%
CO[C@@H]1COC(=O)[C@@H](C)NC(=O)C/C=C\[C@@H](C)[C@H](NS(=O)(=O)c2ccc(C)cc2)COC(=O)[C@H](C)NC(=O)C/C=C\[C@H]1C,-3%[9.22 µM],-5%[9.22 µM],.,.
O=C(Cn1c(=O)n(-c2ccccc2)c(=O)c2ccc(C(=O)NCc3ccc4c(c3)OCO4)cc21)Nc1ccc(Br)cc1F,-15%,13µM*,2.0%,-14%[10.9 µM]
CC(=O)Nc1ccc(Nc2nnc(-c3ccc(C)c(S(N)(=O)=O)c3)c3ccccc23)cc1,16%,14%,?,7%[10.9 µM]
Cc1cc(C)c2c(c1)NC(=O)C2(O)c1c[nH]c2ccccc12 (configuration not stated),8%,10%,1.5%,25%[10.9 µM]
CC(=O)C1(O)C(C)CC2C3CCC4CC(O)CCC4(C)C3=CCC21C (configuration not stated),2%,5%,-2.5%,-2%
COC(=O)c1cc(-c2c(C)oc3cc(OC)ccc3c2=O)c(C)o1,10%,29%,0.8%,-6%
O=C(O)C1C2C=CC(C2)C1C(=O)NC1CCN(Cc2ccccc2)CC1 (configuration not stated),-4%,14%,-0.3%,-7%
Cc1c(Br)c(C(F)(F)F)nn1CC(=O)N1CCCC1,2%,13%,1.2%,4%
O=C(Cn1cc2c(n1)CCCC2)NCCCN1CCCC1,-2%,4%,-0.8%,-15%
CCOC(=O)c1cn(-c2ccccc2)nc1-c1cccnc1,2%,-4%,.,.
CCCc1cc(=O)[nH]c(SCC(=O)OCc2ccccc2)n1,19%,-2%,-1.7%,-8%
COc1ccc(CN2CCN(C(=O)c3cccs3)CC2)cc1Br,-7%,-4%,-0.8%,-17%
CC(CN1CCCC(C(N)=O)C1)c1ccccc1 (configuration not stated),-5%,13%,1.4%,-12%
Cc1ccc(-n2c(=O)c3c(c4cc(C)ccc4n3C)n(CC(=O)NCc3ccccc3Cl)c2=O)cc1,-3%,17%,?,7%[10.9 µM]
CSc1cccc(NC(=O)CN(C)S(=O)(=O)c2ccc(F)cc2)c1,-4%,-10%,1.0%,-21%
O=C(N/N=C/c1ccccc1)c1[nH]c2ccc(Br)cc2c1-c1ccccc1,-8%,16%,.,.
O=C(O)c1cccc(CSc2nnc(Cc3ccccc3)o2)c1,-4%,4%,-1.5%,-13%
Cc1ccccc1Nc1sc(C(=O)c2ccc(F)cc2)c(N)c1C(=O)NCCc1ccccc1,5%,-20%,?,-9%[10.9 µM]
COc1ccc(N(CC(=O)NCc2cccs2)S(=O)(=O)c2c(C)n[nH]c2C)cc1,15%,4%,-0.6%,-7%
CC(=O)N1CCN=C1SCc1ccc(F)cc1,-1%,-16%,-2.9%,-7%
COc1ccccc1NC1SC(=O)N(c2ccccc2)C1=O (configuration not stated),2%,2%,?,1%
C=C(C)CSc1nc2sc3c(c2c(=O)n1-c1ccccc1)CCC(C)C3 (configuration not stated),8%,-7%,4.4%,-13%[10.9 µM]
Cc1ccc(N2CCN(C(=O)Cn3ncc4c([nH]c5ccc(C)cc54)c3=O)CC2)c(C)c1,1%,8%,-2.7%,-5%[10.9 µM]
CC(C)C[C@@H](NC(=O)OCC1c2ccccc2-c2ccccc21)C(=O)O,-4%,-9%,0.5%,-3%
COC(=O)c1c(NC(=O)c2ccc(S(=O)(=O)N(C)C3CCCCC3)cc2)sc2c1CCN(C)C2,-3%,?,?,-8%[10.9 µM]
CCOC(=O)N1CCN(C(=O)COc2ccc(S(=O)(=O)NC3CCCCC3)cc2C)CC1,-3%,17%,1.7%,-8%
O=C(CCN1CCCC1)Nc1ccc(Br)cc1,12%,-4%,.,.
N#Cc1ccc(CN2CCCC3(CCN(C(=O)c4cnccn4)CC3)C2)cc1,-12%,9%,1.0%[11.4 µM],.
COC(=O)c1sc2nc(CN3CCOCC3)nc(N3CCOCC3)c2c1C,0%,-6%,0.3%,-23%
COc1ccc2[nH]cc(CCNc3ccnc(-c4cccc(C#N)c4)n3)c2c1,-8%,-16%,-3.0%[11.4 µM],-18%
Cc1cc(C)nc(SCc2nnc(SCC(=O)Nc3ccc(C)c(C)c3)o2)n1,-5%,-7%,0.8%,-8%
CCOC(=O)c1cccc(NC(=O)c2ccco2)c1,6%,3%,.,.
Nc1nc(-c2ccc(Cl)cc2)nn1C(=O)c1cccnc1,-6%,-3%,1.4%,-15%
Cc1ccccc1NC(=O)CSCn1nnc2c(=O)[nH]c(Cc3ccc(F)cc3)nc21,-5%,11%,-0.3%,-6%[10.9 µM]
Cc1c(C)n(Cc2ccccc2)c2ccc(C(=O)NCCc3ccccc3Cl)cc12,0%,-3%,-3.7%,-17%[10.9 µM]
# Continuation.
SMILES,p53ts 32C kill,p53ts 39C kill,IkB sig inh,Imprint erasure
Cc1ccc2c(c1)NC(=O)C(CC(=O)O)O2 (configuration not stated),0%,-2%,-1.6%,0%
O=C(Nc1cccc(C(=O)OCc2cc(=O)n3nc(C4CC4)sc3n2)c1)c1cccc(F)c1,-3%,-19%,?,9%[10.9 µM]
O=C(c1cc(-c2ccncc2)nc2ccccc12)N1CCN(c2ccc(N3CCOCC3)nn2)CC1,-9%,2%,0.2%,-3%
COc1cccc(NC(=O)CN(c2cccc(C(F)(F)F)c2)S(C)(=O)=O)c1,-1%,5%,5.4%,0%
CCN(C(=O)c1cc2c(s1)-c1ccccc1OC2)c1cc(Cl)ccc1OC,17%,12%,?,-5%[10.9 µM]
COc1cccc(-c2nc(C(N)=O)c3c(n2)n(-c2ccc4c(c2)OCO4)c(=O)n3C)c1OC,7%,-2%,-0.4%,2%[10.9 µM]
O=C1C2C3CCCC3=C3CCCC3C2C(=O)N1c1ccccc1 (configuration not stated),-3%,3%,5.6%,-12%
CC1=C(C(=O)NC(C)c2ccc3c(c2)OCCO3)C2(CCC(C)CC2)OC1=O (configuration not stated),5%,-2%,-0.6%,-11%
NCC1CCC(N)C(O[C@@H]2C(O)[C@H](O[C@H]3OC(CO)C(O)C(N)C3O)[C@@H](N)C[C@H]2N)O1 (some centres not stated),17%,10%,.,-5%
O=c1onc2n1-c1cc(Br)ccc1OC2,-9%,31%[activator],0.4%,-9%
Cc1ccc(CSCC(=O)N2CCN(c3cc(Cl)ccc3C)CC2)cc1,-5%,?,5.7%,-14%[10.9 µM]
CC(C)c1ccc(NC(=O)c2ccc3oc(=O)c(S(=O)(=O)c4ccc(F)cc4)cc3c2)cc1,10µM*,2.5µM*,?,?
CCn1cnc2sc(C(=O)N(Cc3ccc(N(C)C)cc3)Cc3ccco3)c(C)c2c1=O,3%,-15%,?,-26%
Cn1c(=O)c2c(-c3ccccc3)n(-c3ccccc3O)cc2n(C)c1=O,-8%,-15%,0.7%,-7%
O=C(c1ccco1)N1CCN(C(c2ccccc2Cl)c2nnnn2Cc2ccco2)CC1 (configuration not stated),9%,2%,6.4%,-9%
CC(=O)N1CCC2(CC1)CC(=O)c1cc(OCC(=O)NCc3ccc(C)cc3)ccc1O2,-1%,-11%,-1.1%,-8%
Cc1cc(NCCN2CCCCC2)n2c(nc3ccccc32)c1C#N,2%,5%,-0.3%,-9%
COc1cc(OC)c(NC(=O)C(NS(=O)(=O)c2cccc3nsnc23)c2ccccc2)cc1Cl (configuration not stated),11%,7%,0.7%,10%[10.9 µM]
CC(=O)N=C1SC2CS(=O)(=O)CC2N1c1ccc(-c2nc3ccc(C)cc3s2)cc1 (configuration not stated),4%,8%,.,.
N#Cc1cc(-c2ccccc2)oc1NC(=O)c1ccco1,-26%,-24%,5.5%,-13%
O=C(CCN1C(=O)C2C3C=CC(C3)C2C1=O)Nc1ccc2c(c1)OCO2 (configuration not stated),-6%,-6%,-1.6%,-2%

# In another format: results already given
Structure: CCN(C(=O)c1cc2c(s1)-c1ccccc1OC2)c1cc(Cl)ccc1OC
  p53ts 32C kill: 17% | p53ts 39C kill: 12% | IkB sig inh: ? | Imprint erasure: -5%[10.9 µM]
Structure: COc1cccc(-c2nc(C(N)=O)c3c(n2)n(-c2ccc4c(c2)OCO4)c(=O)n3C)c1OC
  p53ts 32C kill: 7% | p53ts 39C kill: -2% | IkB sig inh: -0.4% | Imprint erasure: 2%[10.9 µM]

# Looked up by structure from above, five records:
SMILES,p53ts 32C kill,p53ts 39C kill,IkB sig inh,Imprint erasure
NCC1CCC(N)C(O[C@@H]2C(O)[C@H](O[C@H]3OC(CO)C(O)C(N)C3O)[C@@H](N)C[C@H]2N)O1 (some centres not stated),17%,10%,.,-5%
Cc1cc(NCCN2CCCCC2)n2c(nc3ccccc32)c1C#N,2%,5%,-0.3%,-9%
COc1cccc(NC(=O)CN(c2cccc(C(F)(F)F)c2)S(C)(=O)=O)c1,-1%,5%,5.4%,0%
O=C(Nc1cccc(C(=O)OCc2cc(=O)n3nc(C4CC4)sc3n2)c1)c1cccc(F)c1,-3%,-19%,?,9%[10.9 µM]
COc1cccc(-c2nc(C(N)=O)c3c(n2)n(-c2ccc4c(c2)OCO4)c(=O)n3C)c1OC,7%,-2%,-0.4%,2%[10.9 µM]
